hcDAF-12 act = H. contortus DAF-12 activation, primary screen; activation, % at 6.8 µM; AID 652067; hit rate 1.4% among 370,000; HEK293 hcDAF-12 lit1-tk-luc reporter, luminescence; 0% DMSO, 100% Δ7-dafachronic acid;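 active = activation above the mean of all tested compounds plus 3 SD, cut at about 5.5% in these data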;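 also: 100% = response to 3 µM Δ7-dafachronic acid high control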
PG9 Ab binder = small molecules binding HIV-1 gp120 antibody PG9. AID 624416. TR-FRET gp120-PG9 antibody binding. hit rate 0.43% among 360,000. inhibition, % at 6.7 µM; in the data active = inhibition above about 8.5%
hgDAF12 agonist = activates the H. glycines DAF-12 receptor ligand-binding domain; HEK293 GAL4-hgDAF12 UAS-luciferase reporter, agonist luminescence; normalized to butyrate control; activation, % at 6.8 µM; hit rate 1.8% among 370,000; AID 687014;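 active = activation above a cutoff set at the mean of all screened compounds plus 3 SD, cut at about 10% in these data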;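 also: 0% = DMSO wells and 100% = sodium butyrate wells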
DAX1 inh-1 = DAX1 (NR0B1) inhibition, primary screen | inhibition, % at 6.8 µM | AID 652010 | HEK293T StAR-luciferase reporter, SF-1/DAX-1 repression relief | hit rate 1.1% among 370,000;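 active = inhibition above the mean over all tested compounds plus 3 SD, cut at about 3.6% in these data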;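 also: 0% = DAX-1 cells with DMSO and 100% = cells lacking DAX-1 with DMSO; higher inhibition means more luminescence from relief of DAX-1 repression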
PLC-beta3 inh = inhibitors of human phospholipase C beta3 | Q01970 | Purified PLC-beta3, fluorogenic substrate, fluorescence | inhibition, % at 12.2 µM | hit rate 0.18% among 370,000; in the data active = inhibition above about 11%;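 also: 0% = median of compound wells on plate and 100% = full blocker control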
Target sequence (Q01970 whole entry, looked up): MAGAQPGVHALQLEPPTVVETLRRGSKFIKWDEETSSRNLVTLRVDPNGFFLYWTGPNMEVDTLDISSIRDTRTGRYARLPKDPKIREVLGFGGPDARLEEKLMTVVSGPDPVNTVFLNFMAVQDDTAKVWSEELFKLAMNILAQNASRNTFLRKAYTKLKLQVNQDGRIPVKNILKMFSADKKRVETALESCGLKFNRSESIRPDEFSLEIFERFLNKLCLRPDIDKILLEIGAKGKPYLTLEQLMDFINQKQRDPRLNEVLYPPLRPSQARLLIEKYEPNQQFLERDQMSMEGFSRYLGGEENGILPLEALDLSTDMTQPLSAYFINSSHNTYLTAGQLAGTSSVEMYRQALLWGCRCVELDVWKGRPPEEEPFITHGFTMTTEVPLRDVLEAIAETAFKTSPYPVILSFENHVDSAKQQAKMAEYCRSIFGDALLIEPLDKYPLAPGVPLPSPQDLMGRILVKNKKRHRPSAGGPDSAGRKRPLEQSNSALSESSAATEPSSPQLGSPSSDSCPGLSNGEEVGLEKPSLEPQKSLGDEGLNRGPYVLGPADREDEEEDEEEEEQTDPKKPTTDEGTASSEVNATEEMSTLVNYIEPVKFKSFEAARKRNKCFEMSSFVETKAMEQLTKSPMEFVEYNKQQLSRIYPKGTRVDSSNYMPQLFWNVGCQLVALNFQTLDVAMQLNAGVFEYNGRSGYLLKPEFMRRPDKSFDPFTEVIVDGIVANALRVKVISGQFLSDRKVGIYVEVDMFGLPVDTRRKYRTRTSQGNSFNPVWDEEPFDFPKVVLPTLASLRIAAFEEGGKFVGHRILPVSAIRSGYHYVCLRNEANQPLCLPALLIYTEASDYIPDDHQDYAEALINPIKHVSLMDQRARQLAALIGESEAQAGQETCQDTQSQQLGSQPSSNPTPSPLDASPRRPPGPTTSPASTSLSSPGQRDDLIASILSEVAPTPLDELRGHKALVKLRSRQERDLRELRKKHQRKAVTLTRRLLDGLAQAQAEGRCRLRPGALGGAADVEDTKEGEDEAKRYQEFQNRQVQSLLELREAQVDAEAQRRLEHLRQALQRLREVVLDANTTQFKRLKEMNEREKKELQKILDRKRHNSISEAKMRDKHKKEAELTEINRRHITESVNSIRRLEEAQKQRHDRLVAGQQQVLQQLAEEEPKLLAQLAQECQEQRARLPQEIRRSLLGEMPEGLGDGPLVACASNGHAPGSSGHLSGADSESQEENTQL
ssDAF12 agonist = S. stercoralis DAF-12 activation, primary screen; HEK293 ssDAF-12/GRIP1 lit1-tk-luc reporter, luminescence; % of 3 µM dafachronic acid response; activation, % at 6.8 µM; hit rate 1% among 370,000; AID 652126;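 active = activation above the mean over all tested compounds plus 3 SD, cut at about 0.9% in these data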;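 also: 0% = DMSO-only wells and 100% = 3 µM delta7-dafachronic acid wells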
HGIII-sPLA2 inh = Blocks human group III sPLA2 activity | Q9NZ20 | QFRET BODIPY PC-A2 liposome hydrolysis, fluorescence | inhibition, % at 12.2 µM | hit rate 0.56% among 370,000 | AID 743126;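 active = inhibition above mean plus 3 SD of compounds lying within the high and low control bounds, cut at about 19% in these data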;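 also: 0% = median of test compound wells and 100% = no enzyme DMSO wells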
GAA850 FXN act = increases GAA850 frataxin promoter reporter activity; HEK293 lucGAA850 FXN promoter luciferase reporter, 24 h; percent of 10 µM SAHA response; hit rate 0.56% among 360,000; activation, % at 6 µM;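 active = activation above the average of all compounds screened plus 3 SD, cutoff fixed separately per campaign, cut at about 7.5% in these data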;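 also: 0% = DMSO wells and 100% = 10 µM SAHA wells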
DAX1 inh-2 = inhibits human nuclear receptor DAX1 | HEK293 Gal4-DAX1 luciferase reporter, luminescence | inhibition, % at 6.75 µM | hit rate 0.99% among 340,000 | AID 504766;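 active = inhibition above the mean over all tested compounds plus 3 SD, cut at about 4.2% in these data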;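 also: 0% = DAX1-transfected cells with DMSO and 100% = empty-vector control cells with DMSO; inhibition shows as a rise in luminescence from relieved DAX1 repression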
NR1D1 modulator = modulators of human Rev-erb alpha DNA binding. P20393. Rev-erbα–FITC-DNA binding, fluorescence polarization, 90 min. activity, % at 10 µM. hit rate 0.79% among 370,000;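 active = activity above about 14%, limit read from the data; passing the limit was not always enough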;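 also: 0% = DMSO wells with 35 nM protein and 100% = DMSO wells with 750 nM protein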
SMARCA2 activ = activators of SMARCA2 function; MG213 cells, MMTV-luciferase reporter, dexamethasone, overnight; hit rate 1% among 370,000; activation, % at 9.1 µM; AID 652017; in the data active = activation above about 7.8%;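 also: 0% = vehicle wells and 100% = reference activator wells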
Numbers without * were called inactive; i = inactive; x = not tested or not shown. An unsorted share of the library; 7% or so of the library scored in one or more.

The opening 3 compounds, to show the layout:
canonical_smiles	NR1D1 modulator	PLC-beta3 inh	hgDAF12 agonist	DAX1 inh-1	HGIII-sPLA2 inh	hcDAF-12 act	ssDAF12 agonist	GAA850 FXN act	DAX1 inh-2	PG9 Ab binder	SMARCA2 activ
COc1ccc(-c2cn3c(C)c(C(=O)N4CCCc5ccccc54)sc3n2)cc1	8	1	-1.2	0.3	-1	-1.4	-1.1	-1.9	-0.8	1.1	0
CCNC(=S)N1CCCCC1CO (stereo unspecified)	7	2	-4.7	0.2	11	-0.6	-1.1	0.7	1.2	3.5	1
O=C(/C=C/c1ccc([N+](=O)[O-])cc1)Nc1ncc([N+](=O)[O-])s1	6	-3	27*	7.4*	-15	12*	0.7	0.1	4.0	-0.3	1

This part in full, from the first entry:
canonical_smiles	NR1D1 modulator	PLC-beta3 inh	hgDAF12 agonist	DAX1 inh-1	HGIII-sPLA2 inh	hcDAF-12 act	ssDAF12 agonist	GAA850 FXN act	DAX1 inh-2	PG9 Ab binder	SMARCA2 activ
COc1ccc(-c2cn3c(C)c(C(=O)N4CCCc5ccccc54)sc3n2)cc1	8	1	-1.2	0.3	-1	-1.4	-1.1	-1.9	-0.8	1.1	0
CCNC(=S)N1CCCCC1CO (stereo unspecified)	7	2	-4.7	0.2	11	-0.6	-1.1	0.7	1.2	3.5	1
O=C(/C=C/c1ccc([N+](=O)[O-])cc1)Nc1ncc([N+](=O)[O-])s1	6	-3	27*	7.4*	-15	12*	0.7	0.1	4.0	-0.3	1
CN(c1ccc(OCC(=O)N2CCCC2)cc1)S(=O)(=O)c1ccc(Cl)cc1	-4	-1	-1.6	-1.0	11	-0.4	-0.7	1.3	0.4	1.0	-1
CCCCn1c(-c2ccc(OC)cc2)nc2c(=O)n(C)c(=O)[nH]c21	-5	-13	-0.5	0.1	2	0.3	-1.3	0.1	-0.3	-1.8	-2
COc1cccc(NC(=O)N2CCN(c3nc(-c4cccc(OC)c4)cs3)CC2)c1	6	-11	-6.8	-2.0	-7	-5.7	-3.1	-0.6	-2.9	-1.7	-5
CCN(CC(=O)Nc1ccc(OC)cc1)C(=O)Cc1coc2cc(C)c(C)cc12	3	-10	-0.1	-0.8	-17	-0.1	-1.4	1.2	-0.5	-0.3	-3
CCOC(=O)[C@]12CCCC3=C1N(CCC3)C(=O)[C@@H](CC(=O)NCCc1ccccc1OC)C2	7	4	-0.6	-1.0	-5	-2.9	-1.8	x	x	x	-3
CCN1C(=O)C(CC(=O)Nc2ccc(Cl)cc2)N(NC(=O)c2ccncc2)C1=S (stereo unspecified)	7	-1	-0.1	1.2	0	0.1	-1.3	2.5	x	-2.5	-6
O=C(N/N=C/c1cccc(Cl)c1Cl)Nc1ccccc1	-1	-2	0.2	-0.1	1	-1.6	-2.5	3.2	0.6	-1.6	0
Cc1ccc2cc3c(N)[nH]nc3nc2c1	-1	-6	1.0	0.7	5	2.5	-0.9	3.4	1.1	-11	1
COc1cc(-c2cc3nc(NCCN(C)C)ccn3n2)cc(OC)c1OC	2	-30	-0.3	-0.8	-7	-0.1	-0.8	2.0	x	0.1	-2
O=C(Nc1nnc(-c2ccco2)o1)C1CCCCC1	-4	2	0.3	-0.3	5	-1.3	-0.8	1.9	0.6	-2.2	-1
Cc1ccc(S(=O)(=O)N2CCCCC2)cc1NC(=O)CN1C(=O)CN(C)C1=O	-1	2	-1.3	-0.1	-5	0.8	-1.2	2.3	0.7	-2.7	-2
CCOC(=O)C1(CC2CC2)CCN(Cc2cnc(-c3ccccc3C)nc2)CC1	-1	-2	-1.7	-0.6	-1	-1.2	-0.8	-1.2	-0.8	0.1	-1
Cc1ccc(CNC(=O)C2CCN(S(=O)(=O)c3cnc[nH]3)CC2)cc1	2	1	1.6	0.1	-1	-0.7	-1.3	0.7	0.5	-3.6	0
Cc1ccc2[nH]c(=O)c(CN(Cc3cccs3)Cc3nnnn3Cc3ccccc3)cc2c1	4	4	1.7	0.8	-3	-2.5	-1.4	3.4	1.0	-1.2	3
CCc1ccc(NC(=O)CN(c2ccccc2)S(=O)(=O)N(C)C)cc1	-3	2	-0.2	0.0	-9	-1.0	-1.3	0.6	-0.6	-1.9	-5
Cc1ccc(S(=O)(=O)NCC(=O)Nc2cccnc2)cc1C	-1	4	2.9	0.1	-2	-0.8	-1.2	0.0	0.0	-0.8	-2
COc1cc(OC)cc(-c2cc3nc(C)c(CCC(=O)NC(C)CCc4ccco4)c(C)n3n2)c1 (stereo unspecified)	-6	-65	-7.6	-1.9	-38	-4.6	-2.6	-4.0	-2.1	2.3	-4
CC(C)/C=C/CN1CCN(CCCc2ccccc2)C(CCO)C1 (stereo unspecified)	5	-4	0.0	-0.1	3	0.1	-0.5	1.5	0.8	-2.5	-2
Cc1sc(NC(=O)CS(=O)(=O)c2ccccc2)c(C#N)c1C	2	-5	4.0	3.0	0	-0.3	-0.5	1.7	1.1	-1.8	1
CCCOc1ccc(/C=N/NC(=O)CN2CCCCC2)cc1	-3	3	1.3	-0.7	1	-0.1	-0.4	2.4	3.7	0.0	-3
COc1ccc(N(C(=O)COc2ccc(F)cc2)S(=O)(=O)c2ccc(C)cc2)cc1	-2	-10	0.6	-0.4	3	3.0	-1.4	0.7	-0.6	-2.4	-1
CCOc1ccc(-c2cc(C(=O)N3CCC(C)CC3)c3ccccc3n2)cc1	-1	-99	2.4	1.6	11	-0.2	-0.5	3.0	0.4	0.9	1
O=C(CCc1nc(-c2ccccc2)no1)NCc1ccco1	8	-5	-0.1	-0.3	-11	0.4	-1.1	2.2	0.7	1.1	1
Cn1c2ccccc2c(=O)c2ccc(Cl)cc21	-8	-93	0.2	3.0	14	-2.5	-0.8	6.2	0.2	0.8	3
Cc1oc2c(C)c3oc(=O)c(CCC(=O)N4C[C@H]5C[C@@H](C4)c4cccc(=O)n4C5)c(C)c3cc2c1C	-4	-353	-4.6	0.6	-1	-3.9	-1.4	1.5	4.9*	0.2	3
Cc1cccc(CNC(=O)Cn2ccc3cc(S(=O)(=O)N4CCCCCC4)ccc32)c1	9	0	-1.6	-3.3	-23	-2.3	-1.7	-0.8	-0.6	-3.3	-1
CCOCCCNC(=O)C1CCN(C(=O)Nc2ccc(Cl)cc2)CC1	-3	2	-2.2	-0.1	2	-2.0	-1.2	-0.4	-0.5	0.7	-1
O=C(NCCN1CCc2ccccc2C1)C1CCN(S(=O)(=O)N2CCCCC2)CC1	6	-3	-2.1	0.5	-3	-2.2	-0.7	0.3	0.1	2.4	0
O=C(NCCS(=O)(=O)N1CCCCCC1)c1ccccc1	-7	1	0.1	-0.2	-1	-0.9	-1.4	1.4	-0.4	0.4	1
NCCSC1CC(=O)N(c2ccc(F)cc2)C1=O (stereo unspecified)	-4	-7	3.5	-0.1	4	0.3	-0.3	1.2	-0.9	1.9	-3
O=C(CN(C(=O)CNC(=O)c1ccco1)c1ccc2c(c1)OCCO2)NC1CCCCC1	-2	-2	1.6	-0.2	4	-1.0	-0.8	0.0	-0.3	0.2	-4
O=C(C1=NN[C@@H]2C(=O)N(c3ccccc3C(F)(F)F)C(=O)[C@H]12)c1ccc2ccccc2n1	-1	-2	4.3	0.8	-24	-0.6	-1.9	3.3	0.7	-1.8	0
O=C(NC1CCCCC1)NC1CCN(C(=S)NCc2ccco2)CC1	4	-2	0.8	0.1	5	-1.4	-1.5	1.8	-0.7	2.5	-5
CC1CCC(NC(=O)COC(=O)c2ccco2)CC1 (stereo unspecified)	-2	-5	3.5	-0.5	-5	2.7	-1.1	0.3	-0.7	-0.9	0
CCc1ccc(C(=O)NNC(=O)C2CSC3(C)CCC(=O)N23)cc1 (stereo unspecified)	-3	-5	7.2	0.7	6	-1.3	-1.1	-0.8	0.2	1.5	-3
COc1ccc(-c2cn[nH]c2-c2ccc(OC)cc2O)cc1	-1	-8	3.5	1.1	-39	-3.3	-1.5	-5.1	2.9	0.4	-3
O=C(O)Cn1c(=S)sc2ccccc21	0	-5	2.0	1.4	2	2.4	1.0*	1.3	0.7	-0.8	-2
Cc1cc(C)n(C(=O)CNc2ccc(C)c(C)c2)n1	-1	1	0.8	0.0	3	0.2	0.2	3.4	1.4	-3.4	2
CCOC(=O)N1CCC(NC(=O)CSCc2nc(-c3cccc(OC)c3)oc2C)CC1	4	3	-3.8	-0.9	3	-3.4	-2.4	-3.6	-1.5	0.1	-1
O=C(Nc1ccc(N2CCN(C(=O)c3ccco3)CC2)cc1)c1cc(Br)ccc1Cl	1	-3	-0.5	-5.4	4	-2.9	-2.2	-4.0	-1.5	-1.1	-3
CCCCC12CN3CCN(CC(C3)/C1=N\NC(=O)Nc1ccccc1)C2	0	-1	0.7	0.6	-5	-1.1	-1.2	0.5	-0.3	-0.9	-1
Cc1[nH]n(-c2ccccc2)c(=S)c1C=Nc1cccc([N+](=O)[O-])c1	1	-13	0.8	-0.9	7	0.7	-1.1	0.8	-1.6	0.7	0
O=C(c1cccc([N+](=O)[O-])c1)N1CCN(c2cccc(Cl)c2)CC1	-1	3	-2.8	-2.5	4	-1.5	-1.4	-1.5	0.1	-2.8	1
Cc1cc(C)c2c(CN3CCN(C)CC3)cc(=O)oc2c1	-5	9	3.4	-0.5	-4	-1.9	-1.3	-1.2	0.6	-0.9	2
C=C(C)C1CC=C(C)/C(=N/NC(=O)C2CC2c2ccccc2)C1 (stereo unspecified)	3	-10	-1.9	0.1	-3	-1.0	-0.9	-0.4	-0.9	1.9	-2
CCOC(=O)[C@H]1[C@H]2COc3cc(OC)ccc3[C@@H]2N2C(=O)c3cc(C)ccc3NC(=O)[C@@]12C	-2	2	0.0	-0.6	17	-2.2	-1.6	-7.7	-1.6	-0.6	-1
Cn1c(=S)n(C)c2ccccc21	2	7	-1.7	0.9	6	1.4	-0.9	1.9	1.1	-1.0	3
O=c1cc(-c2ccccc2)nc2n1Cc1ccccc1-2	-4	0	3.2	-0.8	-16	1.3	-1.7	6.2	-0.4	-1.9	6
COc1ccccc1NC(=O)C(C)N(C)Cc1ccc(Cl)s1 (stereo unspecified)	12	-3	0.8	-0.1	1	-0.3	-1.0	1.4	-1.7	0.3	0
COc1ccc2c(c1)c(=O)oc1cc(OC(C(=O)O)c3ccccc3)ccc12 (stereo unspecified)	9	i	-0.1	0.6	-3	-1.4	-0.1	-0.9	-1.3	0.7	-3
C=CCc1cccc(/C=N/NC(=O)C(C)Nc2cccc(C)c2)c1O (stereo unspecified)	1	-12	-1.6	-1.7	-5	-2.1	-2.3	-3.0	1.3	-2.2	-2
